Bioassay records from PubChem BioAssay.
Mito fusion act: inhibitors of mitochondrial division or activators of mitochondrial fusion; Potency, µM (titrated, usually from 46.1 µM), for the others: top-dose growth rescue (activation), most hits filed as activators; AID 485298; S. cerevisiae fusion-defective mutant growth rescue, CellTiterGlo 48 h; 0.23% of 320,000 active;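 note: potency is the fitted concentration of half-maximal effect; % of control where 0% means no effect; nearly all actives have a fitted effect of over 45% in size; temperature-sensitive fusion mutants such as fzo1-1 at 37 °C on non-fermentable ethanol glycerol medium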
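Yeast fusion mutant, YPEG (non-fermentable carbon), compound, 48 h at 37C non-permissive; CellTiterGlo added, 10 min RT, luminescence read. Rescued growth = division inhibition.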
Menin-MLL TR inh: displaces Texas Red mutant MLL peptide from human menin; O00255; Menin + Texas Red MLL mutant peptide, fluorescence polarization; Potency, µM (doses to about 61.6 µM), for the others: at the highest dose FP activity change, negative = inhibition, actives largely listed as inhibitors; 0.23% of 270,000 active; active = well fitted inhibition curve with a large enough effect in the polarisation, with a control signal flat, not every such curve was filed as active; inconclusive = small, poorly fitted or top-dose-only effect, or effect the other way, or a change in a side signal; inactive = no such curve, though single readings can be large or run the other way; the % refers to the polarisation; note: potency is the fitted concentration of half-maximal effect; % of control where 0% means no effect; many of its hits are not listed in these tables
Target sequence (O00255 whole entry, looked up): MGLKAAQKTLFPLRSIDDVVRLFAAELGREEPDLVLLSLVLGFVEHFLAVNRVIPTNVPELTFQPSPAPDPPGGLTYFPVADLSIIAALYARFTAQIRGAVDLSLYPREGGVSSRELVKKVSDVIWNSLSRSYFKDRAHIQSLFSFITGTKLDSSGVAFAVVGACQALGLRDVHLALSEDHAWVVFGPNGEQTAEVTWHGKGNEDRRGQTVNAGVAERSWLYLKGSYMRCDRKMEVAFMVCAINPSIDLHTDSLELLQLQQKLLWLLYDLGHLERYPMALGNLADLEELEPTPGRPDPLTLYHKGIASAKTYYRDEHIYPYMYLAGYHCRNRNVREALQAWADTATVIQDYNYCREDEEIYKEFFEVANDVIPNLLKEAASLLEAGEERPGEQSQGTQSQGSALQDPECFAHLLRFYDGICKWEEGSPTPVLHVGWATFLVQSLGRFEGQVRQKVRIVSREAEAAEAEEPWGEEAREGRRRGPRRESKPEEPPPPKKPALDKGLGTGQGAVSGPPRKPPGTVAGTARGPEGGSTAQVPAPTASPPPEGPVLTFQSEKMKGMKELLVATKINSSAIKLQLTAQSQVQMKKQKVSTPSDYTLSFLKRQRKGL
AT treatment: candidate therapy for ataxia-telangiectasia. […] A-T fibroblasts, KAP-1 phosphorylation AlphaLISA; neocarzinostatin DNA damage 30 min before lysis. Potency, µM (highest dose often 57.5 µM), for the others: at the top dose activation, most hits filed as activators. 0.19% of 320,000 active; note: potency is the fitted concentration of half-maximal effect; % of control where 0% means no effect; nearly all actives have a fitted effect of over 45% in size
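hTERT-immortalized A-T patient fibroblasts ([…]), 500 cells/well in OPTI-MEM, 1% FBS, got compounds for 60 min, then NCS for 30 min at 37C. Lysates were then assayed for phospho-KAP-1 by AlphaLISA (anti-pKAP1 donor, anti-KAP1 acceptor beads), 6 hr at 25C.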
Integrin act MD: integrin-mediated muscular dystrophy alleviation activation; alpha7betagal myoblasts, beta-gal FDG fluorescence, 48 h; Potency, µM (highest dose often 38.3 µM), inactives show top-dose activation, usual class: activators; 0.064% of 350,000 active; AID 624291;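 note: potency is the fitted concentration of half-maximal effect; 100% = response of the positive control SU9516; nearly all actives have a fitted effect of over 60% in size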
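alpha7betagal+/- myoblasts (passage 13, 250/well) treated 48 h at 37C with compounds at 1:260 dilution of DMSO stock. Lysed, then beta-galactosidase activity read as FDG fluorescence (ex 480/em 540) after 30 min, with pre-read for autofluorescence.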
S-ASM inh: human S-ASM enzyme inhibition. 0.006% of 340,000 active. P17405. Potency, µM (top dose mostly 57.5 µM), inactives show top-dose activity change, negative = inhibition, usual class: inhibitors. placental ASM, HMU-PC fluorogenic substrate, 60 min; note: potency is the fitted concentration of half-maximal effect
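HMU-PC0 cleavage (9 uM final) by human placental ASM, 60 min at 37 °C following 10 min compound exposure at RT; stopped at pH 10, fluorescence Ex 386/Em 447 nm.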
TSG101-PTAP inh: blocks PTAP/TSG101 interaction to inhibit HIV-1 budding. Q99816. Fluorescence polarization, FITC-PTAP peptide / Tsg101 binding. Potency, µM (doses to about 115 µM), inactives show at the highest dose activity change, negative = inhibition, actives largely listed as inhibitors. 340,000 tested, under 10 active. AID 493005; active = well fitted inhibition curve with a large enough effect in the main read-out, with a control signal flat, not every such curve was filed as active; inconclusive = small, poorly fitted or top-dose-only effect, or effect the other way, or a change in a side signal; inactive = no such curve, though single readings can be large or run the other way; note: potency is the fitted concentration of half-maximal effect; % of control where 0% means no effect
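Fluorescence anisotropy tracks displacement of a FITC-tagged PTAP peptide (50 nM) from the Tsg101 binding domain (10 uM), following a 20 min room-temperature incubation at pH 7.5.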
TCR activator: activates T cell receptor signaling | primary human leukocytes, anti-CD3, IL-2 HTRF, 48 h | Potency, µM (doses to about 9.22 µM), for inactives: top-dose activation of IL-2 secretion, hits mostly activators | 330,000 tested, under 10 active | AID 504894; note: % of control where 0% means no effect
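IL-2 release read by HTRF sandwich (Eu cryptate donor, d2 acceptor, 665 nm emission) after 48 hr exposure of primary human leukocytes to compound together with anti-CD3 beads in the absence of co-stimulatory signals.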
CXXC DNA block: blocks binding of human MLL CXXC domain to DNA | Q03164 | MLL-CXXC / FITC-HOXA9 DNA fluorescence polarization | Potency, µM (series often up to 115 µM), inactives show at the top dose activity change, negative = inhibition, hits mostly inhibitors | 0.037% of 290,000 active | AID 2662; active = well fitted inhibition curve with a large enough effect in the polarisation, with a control signal flat, not every such curve was filed as active; inconclusive = small, poorly fitted or top-dose-only effect, or effect the other way, or a change in a side signal; inactive = no such curve, though single readings can be large or run the other way; the % refers to the polarisation; note: potency is the fitted concentration of half-maximal effect
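Fluorescence polarization: 7 uM MLL-CXXC (stock) preincubated 5 min with compounds, then 50 nM fluorescein-HOX-A9 DNA (stock) added; 30 min ambient. Buffer 50 mM Tris-HCl pH 7.5, 50 mM NaCl, 1 mM DTT, 0.05% BSA.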
TSHR antagonist: antagonists of human thyroid stimulating hormone receptor | 0.2% of 330,000 active | P16473 | TSHR-expressing cells, TSH-stimulated cAMP HTRF, 2 h; hits give low values | activity change, negative = inhibition, % at 11.5 µM;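 active = activity change below a set negative limit, meaning inhibition stronger than a set level, cut at about -70% in these data; inconclusive = activity change between two set negative limits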; note: % is set by controls: 0 for no effect and ±100 for the full control effect
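Antagonism was scored as loss of TSH-driven cAMP in TSHR cells, stimulated with 4nM TSH (EC80) for 2 hours at 37 deg C and detected by homogeneous HTRF competition immunoassay.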
MBNL1-CUG inh: MBNL1-poly(CUG) RNA binding inhibition. TR-FRET MBNL1-His/biotin-(CUG)12 binding, 665/545 ratio. 0.036% of 280,000 active. Potency, µM (doses to about 57.5 µM), for inactives: at the highest dose activity change, negative = inhibition, usual class: inhibitors; active = well fitted inhibition curve with a large enough effect in the signal ratio, with a control signal flat, not every such curve was filed as active; inconclusive = small, poorly fitted or top-dose-only effect, or effect the other way, or a change in a side signal; inactive = no such curve, though single readings can be large or run the other way; the % refers to the signal ratio; note: potency is the fitted concentration of half-maximal effect; % is set by controls: 0 for no effect and ±100 for the full control effect
Target sequence (Q9NR56 whole entry, looked up): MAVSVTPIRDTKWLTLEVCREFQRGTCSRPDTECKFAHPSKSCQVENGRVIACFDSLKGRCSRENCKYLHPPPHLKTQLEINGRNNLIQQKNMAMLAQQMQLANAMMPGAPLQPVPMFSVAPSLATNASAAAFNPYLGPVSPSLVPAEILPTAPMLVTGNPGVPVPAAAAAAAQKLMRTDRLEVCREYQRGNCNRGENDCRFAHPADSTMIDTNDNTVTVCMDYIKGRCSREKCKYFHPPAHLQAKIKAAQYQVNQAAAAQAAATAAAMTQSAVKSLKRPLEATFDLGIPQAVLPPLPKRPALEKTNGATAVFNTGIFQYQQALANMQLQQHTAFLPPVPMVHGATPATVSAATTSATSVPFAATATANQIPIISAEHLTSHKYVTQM
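Compounds (final 92 nM to 58 uM) are added to His-tagged MBNL1 and biotin-(CUG)12, then terbium anti-His antibody and streptavidin-XL665 (5 nM final). After 60 min at room temperature, the 665/545 nm ratio is read.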
Numbers without * were called inactive; ? = inconclusive; nt = no result given; & = joins results of further samples; [ ] = remark or other dose. Unless noted, calls come from the whole dose curve; as a rule, active = well fitted curve in the direction sought with a large enough effect; inconclusive = small, poorly fitted or top-dose-only effect, or another doubt; inactive = no such curve, though single readings can be large; an effect the other way counts as inactive or inconclusive. The list is partial (hit frequency here may not be typical).

Order of values: Mito fusion act | Menin-MLL TR inh | AT treatment | Integrin act MD | S-ASM inh | TSG101-PTAP inh | TCR activator | CXXC DNA block | TSHR antagonist | MBNL1-CUG inh
CC1OC(NCCc2ccccc2)C(O)C(O)C1O (centres undefined)
  0% | -12% | -2% | -9% | 2% | -1% | 1%[46.1 µM] | -9% | 7 | -3%
C1CCCN(C2CCNCC2)CC1
  3% | 8% | 6% | -34% | -2% | -2% | nt | -6% | 0 | 1%
CCN(CC)CCCN=C(C)c1c(O)n(-c2ccc(C)cc2)c(=O)[nH]c1=O
  0% | 2% | 7% | -2%[7.66 µM] | -2% | 1% | nt | -4% | -5 | 5%
CCN(CC)S(=O)(=O)c1ccc(C)c(NCC(=O)Nc2ccc(C#N)c(Cl)c2)c1
  -1% | ? | 4% | -36% | -8% | -1% | -4%[46.1 µM] | -2% | 2 | 4%
C=C[C@H]1CN2CC[C@H]1C[C@H]2[C@H](O)c1ccnc2ccccc12
  4% | nt | -1% | nt | 5% | 0% | -2% | nt | 7 | nt
Cc1ccc(Cn2ccc(NC(=O)c3cc(-c4ccco4)on3)n2)cc1
  2% | ? | 1% | -7% | -2% | nt | nt | 4% | -4 | 7%
CCOC(=O)C1CCCN(Cc2ccc(-c3ccccc3)cc2)C1 (centres undefined)
  0% | -24% | 25µM* | -18% | 1% | -3% | 0% | 0% | 38 | -17%
O=C(NC(Cc1cnc[nH]1)C(=O)O)c1ccccc1 (centres undefined)
  0% | 1% | -2% | 9% | 5% | -2% | 1% | 5% | -1 | -4%
Cc1sc(NC(=O)Cn2c(=O)oc3ccccc32)nc1-c1ccc(Cl)cc1
  27% | ? | -2% | 6% | 6% | -1% | -2% | 2% | 3 | nt
COC(=O)C1=C(c2cccc(OCc3ccccc3)c2)C[C@@H]2CC[C@H]1N2C(=O)NCc1ccccc1OC
  ? | nt | -7% | -13% | 1% | -2% | 15% | nt | -12 | nt
O=C(c1cc(C(=O)NCc2ccc(Cl)cc2)c(=O)n(Cc2ccc(Cl)cc2)c1)c1cc(F)ccc1O
  -2% | -4% | -11% | 20% | -2% | -1% | -2%[46.1 µM] | 10% | 14 | -15%
O=P1(Nc2cccnc2)COc2ccccc2OC1
  0% | -1% | 4% | -8% | -2% | -2% | -7% | 2% | -12 | 1%
c1ccc(C2CC2)c(OCC2=NCCN2)c1
  5%&2% | 24% | 0% | nt | 0% | -4% | 11% | -7% | -4&0 | nt
CCOC(=O)c1c(C)n(Cc2ccco2)c2c1cc(O)c1ccccc12
  -1% | ? | 6% | -22% | -1% | -3% | 1% | 15% | 11 | -7%
CC(=O)NC1N=C(C)N(c2ccccc2)C1=O (centres undefined)
  -4% | -5% | nt | 17% | 6% | -2% | 0% | 2% | nt | ?
COc1ccc(C2=NOC(COC(=O)c3ccc4ccccc4n3)C2)cc1 (centres undefined)
  10% | -2% | 16% | -15% | -7% | 0% | 5%[46.1 µM] | -1% | 17 | ?
O=C(c1ccc(Cl)cc1)C1CCCN(Cc2ccc3ncccc3c2)C1 (centres undefined)
  ? | -20% | 12% | 0% | -3% | -2% | -1% | -3% | 36 | -13%
O=[As](O)(O)c1ccc(N=Nc2ccc(O)cc2)cc1
  -1% | -10% | -11% | 1% | ? | 1% | 6% | -7% | -8 | ?
Cc1ccsc1C(=O)C1CCCN(Cc2cccn2-c2ccccn2)C1 (centres undefined)
  5% | -6% | 10% | -9% | -4% | 0% | -5% | -15% | -3 | 4%
Cc1cc(OCc2ccc([N+](=O)[O-])cc2)c2c3c(c(=O)oc2c1)CCCC3
  1% | 6% | 0% | 11% | -3% | 0% | -1% | -6% | 15 | -3%
O=C(Cn1c(=O)oc2ccccc21)NCCc1ccccc1
  -45%[inhibitor] | -22% | -2% | 49% | 2% | -2% | 2% | 4% | 2 | -3%
COc1ccc(C(=O)Nc2cccc(S(=O)(=O)NCc3ccco3)c2)cc1
  nt | nt | 6% | 20% | 2% | -2% | -5%[46.1 µM] | nt | 1 | nt
COC(=O)C1=C(c2ccc(-c3ccccc3)c(F)c2)C[C@@H]2CC[C@H]1N2C(=O)N1CCc2cc(OC)c(OC)cc2C1
  13% | nt | -15% | -24% | -21% | -5% | 11% | nt | -14 | nt
CC(=NCc1cccnc1)c1c(O)n(-c2ccccc2C)c(=O)[nH]c1=O
  4% | 2% | 0% | -10% | 6% | -9% | nt | 16% | -41 | 14%
CCC(=O)c1ccc(OCC(=O)N2CCN(CC(=O)Nc3ccc(C)cc3)CC2)cc1
  nt | nt | 0% | 1% | -2% | -4% | 3% | nt | nt | nt
CCOc1ccc(C2SCC(=O)Nc3c2c(C)nn3C2CCOC(C)(C)C2)cc1 (centres undefined)
  1% | 1% | nt | -10% | -1% | -7% | -3% | 16% | -6 | -4%
Cc1ccsc1C(=O)C1CCCN(Cc2cnc(N3CCOCC3)s2)C1 (centres undefined)
  11% | -22% | 13% | -25% | 1% | -10% | 1% | -13% | 5 | -9%
CN1CCCC(C(=O)c2ccc(Cl)cc2)C1 (centres undefined)
  0% | 4% | 6%[11.5 µM] | 2% | -5% | -1% | -6% | -8% | 6 | -5%
CCCCn1c(=O)c(C(=O)NC(C)c2ccccc2)c(O)c2ccccc21 (centres undefined)
  1% | 10% | 7% | 27% | -9% | 0% | -21% | 12% | 5 | -2%
Nc1ccccc1C(=O)OCCc1ccccc1
  30% | nt | 16% | nt | 68%[activator] | 0% | 4% | nt | -6 | nt
Cc1nc2ccc(Cl)cc2c(=O)n1-c1cccc(Cl)c1
  3% | -18% | -8% | 13% | 1% | -3% | nt | 6% | -8 | -4%
CC(=O)Nc1ccc(C(=O)C(Cc2ccccc2)N(C)C)cc1 (centres undefined)
  10% | ? | 9% | 31% | 13% | -1% | -6% | -6% | 13 | 5%
O=C1CC(=O)N(Cc2ccccc2)C(=O)N1
  nt | nt | nt | 11% | 1% | 1% | -2% | nt | nt | nt
Cc1ccc(S(=O)(=O)N2CCCCC2)cc1NC(=O)CN1CC=C(c2ccccc2)CC1
  14% | 2% | 15% | -22% | 4% | 5% | 0%[46.1 µM] | 7% | -4 | -11%
Cc1cc(Oc2ccc(C(F)(F)F)cc2[N+](=O)[O-])c2c3c(c(=O)oc2c1)CCCC3
  6% | 9% | -1% | 6% | -3% | -8% | 4%[46.1 µM] | 10% | -5 | ?
COc1ccccc1C=C1C(=O)NC(=S)NC1=O
  nt | nt | nt | -27% | 6% | 1% | 0% | nt | nt | nt
C[N+]1(C)C2CCC1CC(OC(=O)C(CO)c1ccccc1)C2 (centres undefined)
  -31%&-13%&2%[inhibitor] | 0%&3%&-8% | -1% | -8% | 5% | -3% | 0% | 0%&-10%&3% | 2&-9&31 | 1%
CN1CCN(c2nccc3c2ncn3C)CC1
  1% | 8% | 2% | -1% | -1% | -8% | 3% | -2% | -6 | -2%
O=[N+]([O-])c1ccc(N2CCNCC2)c2ncccc12
  -1% | 11% | -5% | nt | nt | nt | nt | 0% | -4 | ?
Cc1nn(CC(C)C)c(Cl)c1C(=O)NC1CCCCC1
  8% | nt | 8% | 2% | 6% | -4% | -1% | nt | 1 | nt
COc1ccccc1C1C([N+](=O)[O-])=C(N)Oc2c1c(=O)oc1ccccc21 (centres undefined)
  -3% | nt | -3% | ? | 0% | -1% | 10% | -19% | -12 | 3%
COC(=O)C1=C(c2cc3ccccc3o2)C[C@@H]2CC[C@H]1N2C(=O)NCCCOC(C)C
  nt | nt | nt | 3% | 2% | -3% | -1% | nt | nt | nt
CCOc1cc(CNCCc2c[nH]c3ccccc23)cc(Cl)c1OCC
  -20% | -12% | 2% | -44% | -4% | 1% | -8%[46.1 µM] | 1% | 5 | -5%
O=C1NC(=O)N(Cc2ccco2)C(=O)/C1=C/C=C/c1ccco1
  -3% | nt | 36% | -64%[inhibitor] | -10% | -3% | 2% | -6% | 24 | -16%
O=C(c1ccc(Cl)cc1)C1CCCN(Cc2ccc3c(c2)OCCO3)C1 (centres undefined)
  ? | -11% | -5% | -17% | 2% | -2% | -4% | -11% | 3 | -6%
COc1ccc(OCC(=O)N2CCN(Cc3ccc4c(c3)OCO4)CC2)cc1
  -4% | -4% | 6% | 15% | -1% | -9% | -4% | -1% | -13 | -6%
Cn1cnc(CCN)c1
  -5% | 1% | nt | nt | -8% | -1% | -16% | -12% | -12 | nt
CCOC(=O)C1(CCc2ccccc2)CCN(CC(O)CO)CC1 (centres undefined)
  -2% | -1% | -2% | -19% | 2% | -7% | nt | 3% | 4 | 4%
CCCN1CCCC(C(=O)c2cc(C)c(OC)c(C)c2)C1 (centres undefined)
  -13% | -7% | 17% | -35% | -3% | 0% | nt | 4% | 36 | -1%
